Bioassay records from PubChem BioAssay.
H1N1 NS1A inhibition: H1N1 influenza NS1A inhibitors, functional cell based assay (AID 504329); NS1A functional cell-based assay, percent inhibition; higher % means a stronger effect; one-dose inhibition, % at 12.5 µM; IC50 in µM for titrated hits; 0.3% of 340,000 active; in the data active means a potency from the dose series; inconclusive means inhibition above about 27% without an active follow-up result; further: strong numbers were not always called active
VEEV TC-83 Vero: inhibitors of VEEV TC-83 cytopathic effect, confirmation, Vero cells (AID 588727); Vero cells, VEEV TC-83 cytopathic effect inhibition; higher % means a stronger effect; one-dose inhibition, % at 20 µM; IC50 in µM for titrated hits; 0.13% of 350,000 active; in the data active means a potency from the dose series; inconclusive means inhibition mostly from about 14% at the one dose, without a potency; inactive means the rest, 99 in 100 with inhibition below about 12%; further: strong numbers were not always called active
M. tuberculosis HTS: M. tuberculosis growth inhibition, HTS (AID 449762) | M. tuberculosis H37Rv growth inhibition, 7H9 media; higher % means a stronger effect | inhibition, % at 25 µM, or IC50 in µM where a hit was titrated | 0.59% of 330,000 active; in the data active means a potency from the dose series; inconclusive means inhibition above about 70% without an active follow-up result;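 further: bacterial growth assessed after seven days of incubation; strong numbers were not always called active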
M. tuberculosis: growth inhibition of non-replicating M. tuberculosis (AID 488890) | 0.39% of 320,000 active | Mycobacterium tuberculosis non-replicating, growth inhibition; higher % means a stronger effect | inhibition, % at 25 µM; hits with a dose series show IC50 in µM; in the data active means a potency from the dose series; inconclusive means inhibition mostly from about 82% at the one dose, without a potency; inactive means the rest, 99 in 100 with inhibition below about 76%;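 further: plate controls were DMSO cells for no effect and high antibiotic wells for full effect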
PhoP GFP inhibition: PhoP regulon inhibitors, Salmonella typhi PhoP promoter GFP reporter, confirmatory (AID 1850) | inhibition, % at 50 µM; hits with a dose series show IC50 in µM | Salmonella Typhi PhoP-promoter GFP reporter, fluorescence, 4 h; higher % means a stronger effect | 0.33% of 310,000 active; in the data active means a potency from the dose series; inconclusive means inhibition mostly from about 25% at the one dose, without a potency; inactive means the rest, 99 in 100 with inhibition below about 19%;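 further: 0% = induced wells with vehicle and 100% = uninduced wells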
VEEV TC-83 Vero 10K pilot screen: second read-out of VEEV TC-83 Vero, no call of its own (marks repeat the call); inhibition, %; measured here: 10K pilot screen inhibition
Active calls of the source: *; i = inactive; ? = inconclusive; . = not tested or not shown. Rows were taken by chance; about 1.5% have a hit in one of these screens.

SMILES	H1N1 NS1A inhibition	VEEV TC-83 Vero	M. tuberculosis HTS	M. tuberculosis	PhoP GFP inhibition	others
COc1ccc(NC(=S)NCCCCCC(=O)C[N+](=O)[O-])cc1	1%	2.3%	6%	21%	3%
C#CCOCCOCCOCCNc1nc(N2CCN(C(=O)C([C@@H](C)CC)n3cc(C(N)CO)nn3)CC2)nc(N2CCN(C(=O)C([C@@H](C)CC)n3cc(C(N)COC(=O)C(F)(F)F)nn3)CC2)n1 (some centres undefined)	.	.	-5%	9%	2%
CCN(CC)S(=O)(=O)c1ccc(C(=O)OCC(=O)Nc2ccc(-c3nc4ccc(C)cc4s3)cc2)cc1	-21%	2.8%	-3%	12%	-3%
O=C(Nc1nc(-c2ccc(F)cc2)cs1)c1ccc(N2C(=O)CCC2=O)cc1	-4%	7.3%	-6%	.	-2%
Nc1c(C(=O)Nc2cccc(Cl)c2Cl)sc2nc(-c3cccnc3)ccc12	-4%	0.4%	-4%	3%	3%
CC1CCCN(C(=O)Cn2c(=O)oc3cc(S(=O)(=O)N4CCCCC4C)ccc32)C1 (centres undefined)	28%	0.3%	.	.	.
O=C(Cn1cnc2c(cnn2-c2ccccc2)c1=O)c1ccc(Cl)cc1	0%	3.1%	-11%	.	7%
O=C(c1ccc(C(=O)N2CCCc3ccccc32)nc1)N1CCCc2ccccc21	5%	1.8%	5%	-7%	-13%
COC(=O)C1C(=O)c2c([nH]c(C(=O)OC3CCCC3)c2C)CC1C (centres undefined)	-2%	1.2%	-1%	8%	7%
CC1(NC(=O)c2cc(Cl)nc3ccccc23)CCS(=O)(=O)C1 (centres undefined)	-7%	1.4%	-5%	0%	.
O=C(N/N=C/c1c[nH]c2ccc(Br)cc12)c1ccccn1	6%	2.7%	?	56%	6%
Cc1ccccc1-c1nnc(CS(=O)(=O)c2ccccc2)o1	-12%	i	3%	-9%	-8%
CC(C)(C)NS(=O)(=O)c1ccc(OCC(=O)Nc2ccc3c(c2)OCCO3)cc1	1%	1.3%	3%	6%	-5%
CN(C)S(=O)(=O)c1cccc2nsnc12	-6%	0.1%	-1%	5%	-8%
CS(=O)(=O)N(CC(=O)N1CCN(c2ccc(F)cc2)CC1)C1CCCCC1	14%	0.3%	-5%	31%	-11%
O=C(NC1CCCCC1)C(=S)NCc1ccccc1	7%	1.2%	0%	25%	3%
COc1cc(-c2noc(C)c2C(=O)NCCc2c[nH]c3ccccc23)cc(OC)c1OC	1%	2.5%	21%	28%	-3%
CS(=O)(=O)N1N=C(c2ccco2)CC1c1ccc(Cl)cc1 (centres undefined)	16%	i	-1%	-12%	10%
Cc1cc(C)cc(CC(CC(=O)Nc2ccc(Cl)cc2)C(=O)O)c1 (centres undefined)	-10%	i	-7%	-1%	-124%
CC1=NC(C(F)(F)F)(C(F)(F)F)C2=C(CC(C)(C)CC2=O)N1Cc1ccco1	6%	i	-1%	-6%	-3%

5 entries drawn at random from those above:
SMILES	H1N1 NS1A inhibition	VEEV TC-83 Vero	M. tuberculosis HTS	M. tuberculosis	PhoP GFP inhibition	others
COc1ccc(NC(=S)NCCCCCC(=O)C[N+](=O)[O-])cc1	1%	2.3%	6%	21%	3%
O=C(Nc1nc(-c2ccc(F)cc2)cs1)c1ccc(N2C(=O)CCC2=O)cc1	-4%	7.3%	-6%	.	-2%
CCN(CC)S(=O)(=O)c1ccc(C(=O)OCC(=O)Nc2ccc(-c3nc4ccc(C)cc4s3)cc2)cc1	-21%	2.8%	-3%	12%	-3%
CC1=NC(C(F)(F)F)(C(F)(F)F)C2=C(CC(C)(C)CC2=O)N1Cc1ccco1	6%	i	-1%	-6%	-3%
CS(=O)(=O)N(CC(=O)N1CCN(c2ccc(F)cc2)CC1)C1CCCCC1	14%	0.3%	-5%	31%	-11%

Ordered by molar mass (descending): some entries from above
SMILES	H1N1 NS1A inhibition	VEEV TC-83 Vero	M. tuberculosis HTS	M. tuberculosis	PhoP GFP inhibition	others
CCN(CC)S(=O)(=O)c1ccc(C(=O)OCC(=O)Nc2ccc(-c3nc4ccc(C)cc4s3)cc2)cc1	-21%	2.8%	-3%	12%	-3%
CC1=NC(C(F)(F)F)(C(F)(F)F)C2=C(CC(C)(C)CC2=O)N1Cc1ccco1	6%	i	-1%	-6%	-3%
COc1ccc(NC(=S)NCCCCCC(=O)C[N+](=O)[O-])cc1	1%	2.3%	6%	21%	3%

(list continues)
SMILES	H1N1 NS1A inhibition	VEEV TC-83 Vero	M. tuberculosis HTS	M. tuberculosis	PhoP GFP inhibition	others
CCOc1ccc(-c2nnc(SCC(=O)Nc3ccc4c(c3)c3ccccc3n4CC)n2N)cc1	10%	1.2%	-13%	-3%	-5%
COc1ccc(NC(=O)CSc2nc(O)cc(=O)n2-c2ccc(OC)cc2)cc1	-11%	4.6%	0%	21%	-5%
CCn1c(C)c(C)c2cc(C(=O)NCCCN3CCCCCC3)ccc21	10%	0.4%	-8%	60%	7%
CCCOc1ccc(C(=O)CCC(=O)OC(C)C(=O)Nc2ccc(NC(C)=O)cc2)cc1 (centres undefined)	-2%	0.2%	9%	10%	1%
Cc1cc(C)n(CCC(=O)N/N=C/c2ccc(Cl)c([N+](=O)[O-])c2)n1	.	0.9%	6%	8%	-5%
COc1ccc2cc(OCC(=O)NNC(=O)Nc3ccc(OC)c(OC)c3)ccc2c1	-7%	0.1%	4%	-6%	0%
CC(C)(C)c1ccc(OCCNC(=O)Cc2ccc(F)cc2)cc1	-6%	0.1%	-6%	53%	-4%
CCOC(=O)c1nn(-c2ccc3c(c2)OCCO3)cc1O	-1%	1.4%	60%	?	9%
Cc1ccc(C(=O)NCCSc2ccc(Cl)cc2)cc1[N+](=O)[O-]	3%	5.8%	?	50%	15%
CCCCN(CCCC)CP(=O)(c1ccccc1)c1ccccc1	-16%	5.6%	-1%	14%	5%
COCCn1c(C)cc(C(=O)CSc2ccc3ccccc3n2)c1C	11%	0.5%	-2%	-2%	3%	VEEV TC-83 Vero 10K pilot screen=1.2
CC(CCCC(C)(C)O)NC(=O)c1ccc2oc(CCc3ccccc3)nc2c1 (centres undefined)	-4%	2.3%	1%	11%	-6%
CCCCn1c(N)c(N(C(=O)CSc2nnnn2-c2ccccc2)C2CCCC2)c(=O)[nH]c1=O	-6%	1.1%	-4%	-5%	.
Cc1ccc(C)c(S(=O)(=O)N2CCN(C(=O)c3cccnc3)CC2)c1	1%	i	-14%	-5%	-6%
CC1CN(CCc2ccccc2)c2nc3c(c(=O)n(CC(N)=O)c(=O)n3C)n2C1 (centres undefined)	1%	1.6%	4%	25%	-7%
CCNC(=O)C1CC(=O)N(CCCc2ccccc2)C(=Nc2ccccc2)S1 (centres undefined)	-21%	0.0%	-2%	-11%	0%
Cc1ccc(OCC(=O)NNC(=O)c2ccc(-n3cncn3)c([N+](=O)[O-])c2)cc1	-11%	1.4%	22%	-1%	1%
C/C(=N\S(=O)(=O)c1ccc(C)cc1)NC(=S)Nc1ccc(C)cc1	-6%	1.8%	-5%	43%	-2%
O=C(NN1C(=O)C2C(C1=O)C1C=CC2C12CC2)c1ccc(Cl)cc1 (centres undefined)	-5%	i	-4%	-6%	5%
CCOc1ccc(CN(C)CC(=O)NCc2ccccc2Cl)cc1	1%	0.1%	-3%	28%	-2%
CC(=O)Nc1ccc(-c2nc3cc(Cl)ccc3o2)cc1	14%	2.1%	2%	.	-2%
O=C(C1CC(=O)N(c2ccccc2F)C1)N1CCOCC1 (centres undefined)	-1%	2.0%	-2%	-10%	.
Cc1ccccc1NC(=O)C1CCCN(S(=O)(=O)c2c(C)noc2C)C1 (centres undefined)	3%	0.3%	-10%	-2%	-6%
NC(=O)COC(=O)c1ccccc1OCc1ccc(Cl)cc1	-1%	i	7%	12%	5%
COc1ccc(C2CC(=O)OC3=C2C(=O)CC(C)(C)C3)c(OC)c1 (centres undefined)	-5%	i	3%	9%	4%
CCOc1ccc(CC(=O)N/N=C/c2sccc2C)cc1	-6%	6.5%	-5%	-14%	-6%
O=C(N/N=C/c1cccc([N+](=O)[O-])c1)c1c[nH]c2ccccc12	2%	3.6%	-2%	-5%	12%
Cn1c(CCN2CCCCC2)nc2cc(NS(=O)(=O)c3ccc(Cl)cc3)ccc21	-8%	i	-8%	19%	1%
CC(C)c1ccc(NC(=O)CN2CCN(C(=O)C3CCCO3)CC2)cc1 (centres undefined)	8%	0.9%	-20%	-1%	-2%
Nn1c(SCC(=O)Nc2c(Cl)cccc2Cl)nncc1=O	-2%	2.5%	-8%	3%	-3%
O=C(CSc1nc2ccccc2c(=O)n1C1CC1)NCc1ccccc1	-6%	0.8%	1%	7%	5%
COc1ccccc1CNC(=O)Cc1ccc(Br)cc1	0%	1.1%	5%	34%	-3%
CC1CCCN(CC(O)COCc2ccc3c(c2)OCO3)C1 (centres undefined)	9%	i	-2%	-11%	0%
CCOC(=O)N1CCc2c(sc3c2c(=O)n(Cc2ccccc2)c(=O)n3Cc2ccc(C)cc2)C1	3%	5.3%	-4%	.	-2%
CCCCN(C)C(=O)c1cc2c(s1)-c1ccccc1S(=O)(=O)C2	-1%	0.5%	-2%	0%	-9%
COc1cccc(C(C(=O)NC(C)(C)C)N(C(=O)CCC(=O)Nc2cc(C)on2)c2ccc3c(c2)OCCO3)c1OC (centres undefined)	-5%	i	-3%	4%	1%
COc1ccccc1N1CCN(Cc2cccc(OC)c2O)CC1	1%	0.7%	-3%	8%	6%
O=C(Oc1ccc2c(c1)OCO2)c1cccs1	10%	i	?	76%	3%	VEEV TC-83 Vero 10K pilot screen=0.9
CCC(Cc1ccccc1)NC(=O)CCn1cccc1 (centres undefined)	11%	1.6%	-3%	67%	4%
COc1cc2c(cc1OC)-c1c3c(cc4c1[C@@H](C2)N(C)CC4)OCO3	8%	1.2%	?	?	13%
O=C(Cn1cnnn1)NCCc1ccc(Cl)cc1Cl	8%	1.1%	7%	3%	2%
Cc1cc(C(C)(C)C)ccc1OC(=O)C1=CC=CN2CCS(=O)(=O)N=C12	-8%	5.9%	.	.	.
CCCCn1nc(C(=O)NCC2COc3ccccc3O2)c2ccccc2c1=O (centres undefined)	-17%	8.2%	6%	24%	.
CC(=O)Nc1cccc(C(=O)NNC(=O)c2n[nH]c(=O)c3ccccc23)c1	-4%	0.4%	-7%	-17%	.
Cc1sc2ncn(CC(=O)NCCCC(=O)N3CCN(c4ccccc4F)CC3)c(=O)c2c1C	7%	i	-3%	-5%	11%
c1ccc(Cc2nnc3sc(-c4ccncc4)nn23)cc1	0%	0.6%	-3%	27%	-1%
CCCCn1c(N)c(N(CC(C)C)C(=O)c2cc(-c3ccncc3)nc3ccccc23)c(=O)[nH]c1=O	-15%	1.0%	49%	21%	-3%
CCCN1CC(=O)N2C(c3cccc(OC)c3OC)c3[nH]c4ccccc4c3C[C@H]2C1=O (some centres undefined)	-41%	i	8%	3%	-4%
COc1ccc(OC)c(NC(=O)NCCN2CCN(c3ccccc3)CC2)c1	-17%	0.8%	2%	-4%	-2%
O=[N+]([O-])c1cccc(-c2nnc3cccc(Cl)n23)c1	-12%	0.2%	9%	-7%	-6%
CC(C(=O)O/N=C(\N)c1cccnc1)c1ccc([N+](=O)[O-])cc1 (centres undefined)	-6%	0.1%	-4%	44%	-1%
O=C(O)c1ccc(N/N=C/C=C/c2ccccc2[N+](=O)[O-])cc1	3%	1.8%	2%	17%	-5%
O=C(N/N=C/c1ccc(-c2cccc([N+](=O)[O-])c2)o1)c1cccs1	8%	1.8%	-1%	-10%	2%
COCCN(C(=O)COC(=O)c1cc(C)n(-c2ccccc2)c1C)c1c(N)n(Cc2ccccc2)c(=O)[nH]c1=O	0%	2.0%	29%	19%	6%
O=C(Nc1ccc(F)c(Cl)c1)c1ccccc1NC(=O)C1CCCCC1C(=O)O (centres undefined)	5%	2.9%	.	.	.
CCOC(=O)c1c(C)nc2sc3c(=O)n(-c4ccc(C(C)=O)cc4)cnc3c2c1-c1ccc(OC)cc1	-1%	1.5%	6%	-3%	7%	VEEV TC-83 Vero 10K pilot screen=2.2
OC[C@H]1O[C@H](OC[C@H]2O[C@H](OC[C@H]3O[C@H](O[C@]4(CO)O[C@H](CO)[C@@H](O)[C@@H]4O)[C@H](O)[C@@H](O)[C@@H]3O)[C@H](O)[C@@H](O)[C@H]2O)[C@H](O)[C@@H](O)[C@H]1O	0%	i	3%	-2%	-13%
Cc1cc(NC(=O)C2CCN(C(=O)c3ccco3)CC2)ccc1Br	-4%	0.8%	?	23%	16%
